CHT PAM = CHT positive allosteric modulators, primary screen, cell-based, membrane potential dye, choline EC20; High affinity choline transporter 1 (Homo sapiens), Q9GZV3; CHT-expressing cells; stronger effect = higher value; LV-AA mutant CHT in HEK293 cells; B-score at 10 µM; 310,000 compounds, 0.49% hits; AID 488977, 2010;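 active means initial fluorescence not abnormally high and integrated response B-score, plate-corrected, over 3 SD above library mean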
Target sequence (Q9GZV3 whole entry, looked up): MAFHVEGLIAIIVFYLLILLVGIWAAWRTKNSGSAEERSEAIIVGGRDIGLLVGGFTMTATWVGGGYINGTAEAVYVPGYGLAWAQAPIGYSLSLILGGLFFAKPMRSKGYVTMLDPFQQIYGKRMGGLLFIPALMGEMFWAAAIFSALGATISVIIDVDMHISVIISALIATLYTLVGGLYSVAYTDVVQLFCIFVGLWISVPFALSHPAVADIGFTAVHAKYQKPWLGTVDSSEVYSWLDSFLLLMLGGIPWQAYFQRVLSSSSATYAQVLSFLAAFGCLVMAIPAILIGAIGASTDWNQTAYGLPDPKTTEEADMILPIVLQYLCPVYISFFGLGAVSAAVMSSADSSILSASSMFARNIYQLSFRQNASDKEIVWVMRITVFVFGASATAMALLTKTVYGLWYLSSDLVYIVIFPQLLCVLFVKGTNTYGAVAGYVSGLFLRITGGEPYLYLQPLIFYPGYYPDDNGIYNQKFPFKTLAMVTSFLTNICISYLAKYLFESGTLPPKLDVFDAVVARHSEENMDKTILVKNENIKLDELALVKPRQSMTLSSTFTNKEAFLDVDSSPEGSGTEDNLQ
CHT inh = inhibitors of human choline transporter CHT; CHT-expressing cells, membrane potential dye, choline response; stronger effect = lower value; High affinity choline transporter 1 (Homo sapiens), Q9GZV3; 310,000 compounds, 0.86% hits; B-score at 10 µM; AID 488975, 2010;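 active means B-score over 3 SD under the library average, and starting fluorescence ratio not unusually high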;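 further: choline stimulus applied at its EC90 after an EC20 pre-addition; B-score computed on integrated fluorescence ratio after choline addition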
Numbers without * were called inactive; i = inactive.

#	SMILES	CHT PAM	CHT inh
1	O=C(COc1ccc2ccc(=O)oc2c1)NC(Cc1ccc(Cl)cc1)C(=O)O (stereo not given)	i	i
2	COCCCNC(=O)COc1ccc(-c2nccc(-c3ccccn3)n2)cc1	i	i
3	O=C(COC(=O)c1ncc(Cl)c(Cl)c1Cl)NCc1cccs1	i	i
4	COc1ccc(CC(=O)Nc2ncc([N+](=O)[O-])s2)cc1OC	i	i
5	NS(=O)(=O)c1ccc(Nc2c([N+](=O)[O-])cncc2[N+](=O)[O-])cc1	i	i
6	O=C(NC1CCCN(Cc2ccc(Cl)cc2)C1)c1c(F)cccc1F (stereo not given)	i	i
7	CCC(=O)N1c2ccc(S(=O)(=O)CCC(=O)N3CCn4c3nc3ccccc34)cc2CC1C (stereo not given)	i	i
8	Cc1ccc2c(c1)/C(=N/O)CCS2	i	i
9	CCn1c(SCC(=O)Nc2nccs2)nnc1C1CC1	i	i
10	O=C1CSC(c2cccnc2)N1c1ccccc1 (stereo not given)	i	i
11	Cc1ccc(S(=O)(=O)c2cc(Nc3ccccc3)ccc2O)cc1	i	i
12	COc1cccc(CNC(=O)COc2ccc(C(=O)c3ccccc3)cc2)c1	i	i
13	COc1cccc2c1cc1c(=O)n(CC(=O)NC3CCCCC3)nc(C)n12	i	i
14	COC(=O)Oc1ccc(/C=N/NC(=O)CSCc2ccccc2Br)cc1OC	i	i
15	O=C(O)CC(c1ccccc1)N1C(=O)c2cccc([N+](=O)[O-])c2C1=O (stereo not given)	i	i
16	N#Cc1nc(Cc2ccccc2)oc1NCCN1CCOCC1	i	i
17	CC(=O)N1c2c(cc(Br)cc2S(=O)(=O)NCc2ccc(C)cc2)CC1C (stereo not given)	i	i
18	COc1ccc(CCNS(=O)(=O)c2ccc(Br)cc2)cc1	i	i
19	O=C(/C=C/c1ccc([N+](=O)[O-])cc1)c1cccs1	i	i
20	O=C(Cc1ccc(Cl)c(Cl)c1)Nc1ccc(SC(F)F)cc1	i	i
21	CCCOc1ccc(OCCCCNC(C)CC)cc1 (stereo not given)	i	i
22	CN(C)CCNC(=O)c1ccc2c(c1)N(Cc1ccc(F)cc1)CCS2	i	i
23	Cc1ccc(NC(=O)CN2C(=O)NC(C)(c3ccccc3)C2=O)c(C)c1 (stereo not given)	i	i
24	O=C(CCS(=O)(=O)Cc1ccccc1)NCCc1ccccc1	i	i
25	CC1CC(=O)N(CC(=O)Nc2ccc(Br)cc2)c2ccccc2S1(=O)=O (stereo not given)	i	i
26	CCCCNc1cc(C)nc(N2CCOCC2)n1	i	i
27	COc1c(C)cc(S(=O)(=O)NCc2ccco2)c(C)c1C	i	i
28	COC(=O)C1=C(C)Nc2nnnn2C1c1cc(OC)ccc1OC (stereo not given)	i	i
29	CN(CC(=O)Nc1ccc(Cl)cc1)C(=O)c1cc(-c2cccs2)nn1-c1ccccc1	i	i
30	Cc1ccc(-c2nc3ccccc3s2)cc1S(=O)(=O)N1CCOCC1	i	i
31	CCCC(O)(c1ccc(Cl)cc1)C(CN1CCOCC1)c1ccc(Cl)cc1 (stereo not given)	i	i
32	FC(F)(F)c1ccc(Cl)c(N/N=C/c2ccc(N3CCOCC3)s2)c1	i	i
33	O=C(c1ccc(Cn2cc([N+](=O)[O-])cn2)o1)N1N=C(C(F)F)CC1(O)C(F)F (stereo not given)	i	i
34	O=c1nc(SCc2c(F)cccc2Cl)nc(-c2ccccc2)[nH]1	i	i
35	COc1ccc(NC(=S)N(Cc2ccc(N(C)C)cc2)Cc2ccco2)cc1	i	i
36	COc1cccc(Cn2nnc(C(=O)Nc3ccc(C)cc3)c2N)c1	i	i
37	CC(C)(C)OC(=O)NCCC(=O)N/N=C/c1ccc2nccnc2c1	i	i
38	Cc1c(/C=N/NC(=O)COc2ccccc2[N+](=O)[O-])c2ccccc2n1C	i	i
39	CCN(C=NC1=NN(c2cccc(C(F)(F)F)c2)CC1)CC	i	i
40	Cc1ccccc1-c1nc(CN2CCSCC2)c(C)o1	i	i
41	CCc1ccc(N2CSC3=C(C#N)C(c4cccs4)CC(=O)N3C2)cc1 (stereo not given)	i	i
42	CCOC(=O)c1cc(-c2cccs2)nn1CCC#N	i	i
43	Cc1ccc(NC(=O)CN(C)C(=S)NC2CC2)cc1	i	i
44	CCCCCC(=O)NC(=S)Nc1ccccc1C(=O)OC	i	i
45	N#Cc1ccccc1/C=N/Nc1nc(-c2ccccc2)c2cc(Cl)ccc2n1	i	i
46	COC(=O)CNC(=O)C1CCCN1C(=O)CNC(=O)OC(C)(C)C (stereo not given)	i	i
47	COc1ccccc1CNC(=O)C1CC(c2cccc([N+](=O)[O-])c2)=NO1 (stereo not given)	i	i
48	Oc1ccc(Br)cc1/C=N/n1c(-c2ccccc2)n[nH]c1=S	i	i
49	CCOc1ccccc1N1CCN(C(=O)c2cn(CC3CCCCC3)nn2)CC1	i	i
50	Cc1ccc(S(=O)(=O)Nc2cccc(-c3ccc4nnc(C)n4n3)c2)s1	i	i
51	Cc1c(NC(=O)CN(c2ccccc2)S(=O)(=O)c2ccc(F)cc2)c(=O)n(-c2ccccc2)n1C	i	i
52	CC[C@H]1c2[nH]c3ccccc3c2C[C@H]2C(=O)N(c3ccc(F)cc3)C(=O)N21	i	i
53	COc1ccc(NC(=O)c2cccnc2Nc2ccccc2)cc1	i	i
54	CCCOc1ccc(C2C(=O)N(C3CCCCC3)CC(=O)N2C2CC2)cc1OC (stereo not given)	i	i
55	COc1ccc(CCc2nnc(CCC(=O)NCc3cc(C(C)C)no3)o2)cc1	i	i
56	O=C(COc1ccccc1Cl)NCCNC(=O)c1cccnc1	i	i

More records:
#	SMILES	CHT PAM	CHT inh
57	Clc1cccc(C2Nc3cccc4cccc(c34)N2)c1Cl	i	i
58	CN(C)CCNC(=O)CN1C(=O)CSc2ccc(S(=O)(=O)N3CCCCC3)cc21	i	i
59	COCCn1nnnc1C(c1ccc(OC)cc1OC)N1CCN(c2ccccc2)CC1 (stereo not given)	i	i
60	COc1ccc(C(=O)Nn2c(CC(C)C)nc3cc(Cl)ccc3c2=O)c(OC)c1	i	i
61	CCOc1cc(C2NC(=O)c3ccccc3O2)ccc1OC(C)C (stereo not given)	i	i
62	Cc1cccc(C(=O)Nc2cccc(C(=O)N/N=C/c3ccc4c(c3)OCO4)c2)c1	i	i
63	COc1ccc(Cc2nc3ccc(C(=O)NC(C)c4cnn(C)c4)cc3o2)cc1 (stereo not given)	i	i
64	O=C(c1cnc(-c2ccccc2)s1)c1ccc(Cl)cc1Cl	i	i
65	COc1ccc(NC(=O)C2CCCO2)cc1OC (stereo not given)	i	i
66	COc1ccc(/C=C/C(=O)NC(=S)Nc2ccc(S(=O)(=O)Nc3ccc(OC)nn3)cc2)cc1	i	i
67	CCn1nc(C)c(CN2CCN(Cc3ccsc3)C(CCO)C2)c1C (stereo not given)	i	i
68	CC(C)CN(C(=O)c1cccc(S(=O)(=O)N2CCN(c3ccc(F)cc3)CC2)c1)C1CCS(=O)(=O)C1 (stereo not given)	i	i
69	CC(NC(=O)C1CCCC1)c1ccc(Br)cc1 (stereo not given)	i	i
70	COCCC1CCCCN1C(=O)c1cc(COc2cccc(C(C)=O)c2)on1 (stereo not given)	i	i
71	CCCCn1c(N)c(N(CCOC)C(=O)c2ccc(NC3CC3)c([N+](=O)[O-])c2)c(=O)[nH]c1=O	i	i
72	CCn1c(=N)n(CC(=O)OC)c2ccccc21	i	i
73	Cc1cc(C(=O)O)n(C(C)(C)C)n1	i	i
74	O=C(Nc1cccc(F)c1)N1CCC(n2c(=O)[nH]c3ccccc32)CC1	i	i
75	O=C(CN1CCN(c2ccccc2F)CC1)N1CCc2ccccc21	i	i
76	C[C@H](NC(=O)CCn1nnc2ccccc2c1=O)C(=O)O	i	i
77	CC(C)C(=O)N1CCN(c2nc(-c3ccc(Cl)cc3)cs2)CC1	i	i
78	O=C(OCc1ccc([N+](=O)[O-])cc1)c1ccc(N2CCCC2)c([N+](=O)[O-])c1	i	i
79	CNC[C@H](CC1CCCCC1)NC[C@H](CO)NCC1(c2ccccc2)CC1	i	i
80	C=CCn1c(SCC(=O)NC2CC2)nnc1-c1cccc(OC)c1	i	i

Numbers 74 through 75 of the list above:
#	SMILES	CHT PAM	CHT inh
74	O=C(Nc1cccc(F)c1)N1CCC(n2c(=O)[nH]c3ccccc32)CC1	i	i
75	O=C(CN1CCN(c2ccccc2F)CC1)N1CCc2ccccc21	i	i

Carrying on.
#	SMILES	CHT PAM	CHT inh
81	CCC(CO)NCc1ccc2c(c1)n(C)c(=O)n2C (stereo not given)	i	i
82	CC(C)CCn1c(CN2CCN(Cc3ccccc3)CC2)nc2c1c(=O)[nH]c(=O)n2C	i	i
83	O=C(O)COc1ccc(NC(=O)c2ccc3c(c2)C(=O)N(Cc2ccccc2)C3=O)cc1	i	i
84	CC1=C(C(=O)Nc2cc(C)ccc2C)C(c2cccs2)NC(=S)N1 (stereo not given)	i	i
85	CCOc1ccc(N2C(=O)CC(N(CCc3ccc(S(N)(=O)=O)cc3)C(C)=O)C2=O)cc1 (stereo not given)	i	i
86	Clc1ccc(-c2nc3cnccn3c2NC2CCCC2)cc1	i	i
87	Cc1cc(C)c(NC(=O)COC(=O)c2cc([N+](=O)[O-])ccc2N2CCOCC2)c(C)c1	i	i
88	Cc1cccc2cc(/C=N/NC(=O)c3ccncc3)c(Cl)nc12	i	i

Entries of single compounds, looked up by structure. Order of screens: CHT PAM, CHT inh
O=C(Nc1cccc(F)c1)N1CCC(n2c(=O)[nH]c3ccccc32)CC1 is listed as i, i
COc1ccc(NC(=S)N(Cc2ccc(N(C)C)cc2)Cc2ccco2)cc1 is listed as i, i
COCCC1CCCCN1C(=O)c1cc(COc2cccc(C(C)=O)c2)on1 (stereo not given) is listed as i, i
COc1ccc(C(=O)Nn2c(CC(C)C)nc3cc(Cl)ccc3c2=O)c(OC)c1 is listed as i, i

Entries shown so far that contain a furan ring, fused or not:
#	SMILES	CHT PAM	CHT inh
27	COc1c(C)cc(S(=O)(=O)NCc2ccco2)c(C)c1C	i	i
33	O=C(c1ccc(Cn2cc([N+](=O)[O-])cn2)o1)N1N=C(C(F)F)CC1(O)C(F)F (stereo not given)	i	i
35	COc1ccc(NC(=S)N(Cc2ccc(N(C)C)cc2)Cc2ccco2)cc1	i	i

(continued)
#	SMILES	CHT PAM	CHT inh
89	O=C(COC(=O)COc1cccc(F)c1)NCCC1=CCCCC1	i	i
90	CCOC(=O)N1CCN(S(=O)(=O)c2ccc(C(=O)N(CCCN(C)C)c3nc4ccc(Cl)cc4s3)cc2)CC1	i	i
91	CSc1ccccc1NC(=O)c1cccc(S(=O)(=O)N2CCN(C)CC2)c1	i	i
92	Cc1cc(NC(=O)CSC2=NS(=O)(=O)c3ccccc3N2)no1	i	i
93	Cc1ccc(CN(CC(O)COc2cccc3[nH]cc(C)c23)C(C)(C)C)cc1 (stereo not given)	i	i
94	Cc1[nH]c2ccc(F)cc2c1CCN(Cc1ccncc1)C(=S)Nc1cccc(F)c1	i	i
95	O=C(CSc1nnc(CNC(=O)c2ccc(F)cc2)o1)c1ccccc1	i	i
96	CCOc1cccc(C(=O)NC(c2ccccc2)C(C)C)c1 (stereo not given)	i	i
97	COC(=O)c1ccccc1NC(=O)CNc1cc(OC)c(OC)cc1C	i	i
98	CCC(C)NC(=O)c1ccc2nc(Cc3ccc(OC)cc3)oc2c1 (stereo not given)	i	i
99	O=C(Nc1ccc2c(c1)OCO2)c1ccc(Br)s1	i	i
100	COc1cc(C(=O)Nc2ccncc2)c([N+](=O)[O-])cc1OC	i	i
101	Cc1ccccc1NC(=O)Cc1nnc(SCC(=O)c2ccc(Br)cc2)n1C	i	i
102	O=C(Nc1ccc2c(c1)OCCO2)c1cncc(Br)c1	i	i
103	COC(=O)C1=C(C)NC(C)=C(C(=O)OC)C1c1ccccc1OCc1c(C)no[n+]1[O-]	i	i
104	CSCCC1NC(=O)N(CC(=O)Nc2cccc3ccccc23)C1=O (stereo not given)	i	i
105	N#Cc1c2ccc(O)cc2n2ccccc12	i	i
106	CCc1ccc(CN(C)C(=O)C2CCC(=O)N(CCc3ccc(OC)cc3)C2)nc1 (stereo not given)	i	i
107	COc1ccc(NC2=CC(c3ccc(OC)cc3)N(c3ccc(OC)cc3)C2=O)cc1 (stereo not given)	i	i
108	FC(F)(F)C1=CC(c2ccccc2)=NCCN1	i	i
109	O=C(Nc1ccccc1Br)c1ccc(OC(=S)N2CCOCC2)cc1	i	i
110	CS(=O)(=O)C1=NN2C(=N)/C(=C\c3ccc(OC(=O)c4ccco4)cc3)C(=O)N=C2S1	i	-6.8*
111	O=C(Nc1nnc(C2CC2)s1)c1cccc(S(=O)(=O)N2CC(c3ccccc3)CC2=O)c1 (stereo not given)	i	i
112	CC(C)CCNc1ncnc2c1nnn2Cc1ccccc1Cl	i	i
113	CC1CCN(CCCNC(=O)CN2C(=O)CSc3ccc(S(=O)(=O)N4CCCCC4)cc32)CC1	i	-5.4*
114	Cc1ccc(-n2c3c(c(=O)[nH]c2=O)C(NS(=O)(=O)c2ccc(C)cc2)(C(F)(F)F)C(=O)N3)cc1 (stereo not given)	i	i
115	O=C(Cc1cccs1)NCc1cccnc1	i	i
116	COC(=O)CSC1=C(C#N)C(c2ccc(C)o2)CC(=O)N1 (stereo not given)	i	i
117	CCc1ccc2nc(N(CCN(C)C)C(=O)c3ccc4ncsc4c3)sc2c1	i	i
118	CN(C)c1ccnc2sc(C(N)=O)c(N)c12	i	i
119	CC(C)C(=O)NC(=S)Nc1ccc(S(=O)(=O)Nc2ccccc2)cc1	i	i
120	O=C(NNC(=S)Nc1ccc(F)cc1)C1[C@H]2CCCC[C@@H]12 (stereo not given in full)	i	i
121	COc1cc(/C=N/Nc2ccc(Cl)cc2)ccc1OC(=O)c1cccs1	i	i
122	COc1cccc(C(=O)NC2CC3CCCC(C2)N3S(=O)(=O)c2ccccc2)c1 (stereo not given)	i	i

Bioassay records: PubChem BioAssay, Johns Hopkins Ion Channel Center
